High-throughput results from PubChem BioAssay.
D2 agonist: activates the human D2 dopamine receptor; activation, % at 2 µM; HEK293 T-REx D2 cells, calcium flux agonist mode; actives 0.53% (n = 340,000); P14416;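 active means activation over 3 SD above normal in the single-dose calcium agonist read, cut at about 30% in these data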; further: 0% is about no effect
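HEK293 Trex D2 cells, tetracycline-induced, o/n 30 C 5% CO2; no-wash Ca dye, RT 30–90 min; 10-cycle baseline, 23 nl cpd added, kinetic Ca read 180 s; agonist hits = positive Ca response.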
TRHR PAM: TRH receptor (human) allosteric enhancement. P34981. TRHR cells, fluo-8 calcium fluorescence, EC20 TRH enhancement. enhancement, % at 2 µM. actives 0.66% (n = 360,000); in the data active means enhancement above about 30%; further: 0% is about no effect
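Enhancer read-out: after compound pinning and an initial kinetic agonist-mode read, an EC20 of TRH (10 nM final) was injected and fluo-8 calcium signal (Ex 480/Em 530) followed at 1 s/cycle for 100 cycles in TRHR-expressing cells.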
USP1-UAF1 inh: blocks the human USP1/UAF1 deubiquitinase complex. O94782. recombinant USP1/UAF1, Ub-Rhodamine cleavage fluorescence. Potency, µM (doses to about 57.1 µM), for the others: at the highest dose activity change, negative = inhibition, actives largely listed as inhibitors. actives 0.23% (n = 390,000). AID 743255; further: potency means the concentration at half of the fitted maximal effect; on the % scale 0 is the no-effect control and ±100 the full control effect; nearly all actives have a fitted effect of over 60% in size; inactives centre near -12
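Step one: compound is pinned into 1nM USP1/UAF1 in HEPES pH 7.8 buffer with TCEP. Step two: 15 min room-temperature incubation. Step three: Ub-Rho (150nM final) starts cleavage, tracked by fluorescence over six one-minute reads.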
mIDH1 inhibitor: blocks human mutant IDH1 R132H enzyme | IDH1-R132H enzyme, NADPH consumption, diaphorase/resazurin fluorescence | Potency, µM (series often up to 76.6 µM), inactives show at the highest dose activity change, negative = inhibition, actives largely listed as inhibitors | actives 0.093% (n = 390,000); further: potency means the concentration at half of the fitted maximal effect; on the % scale 0 is the no-effect control and ±100 the full control effect; nearly all actives have a fitted effect of over 65% in size
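IDH1-R132H (0.5 ug/mL) preincubated 30 min with compound, then NADPH (0.016 mM) and alpha-KG (2 mM) added; 80 min at RT, pH 7.5. Remaining NADPH coupled via diaphorase/resazurin to fluorescence (540/590 nm); concentration-response curves normalized to no-enzyme control.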
TrxR1 substrate: rat thioredoxin reductase 1 substrate activity; purified TrxR1 substrate turnover, NADPH consumption readout; Potency, µM (titrated, usually from 114 µM), inactives show at the highest dose activity change, negative = substrate turnover; actives 0.01% (n = 390,000); AID 588456; further: potency means the concentration at half of the fitted maximal effect; on the % scale 0 is the no-effect control and ±100 the full control effect; nearly all actives have a fitted effect of over 50% in size
Target sequence (O89049 whole entry, looked up): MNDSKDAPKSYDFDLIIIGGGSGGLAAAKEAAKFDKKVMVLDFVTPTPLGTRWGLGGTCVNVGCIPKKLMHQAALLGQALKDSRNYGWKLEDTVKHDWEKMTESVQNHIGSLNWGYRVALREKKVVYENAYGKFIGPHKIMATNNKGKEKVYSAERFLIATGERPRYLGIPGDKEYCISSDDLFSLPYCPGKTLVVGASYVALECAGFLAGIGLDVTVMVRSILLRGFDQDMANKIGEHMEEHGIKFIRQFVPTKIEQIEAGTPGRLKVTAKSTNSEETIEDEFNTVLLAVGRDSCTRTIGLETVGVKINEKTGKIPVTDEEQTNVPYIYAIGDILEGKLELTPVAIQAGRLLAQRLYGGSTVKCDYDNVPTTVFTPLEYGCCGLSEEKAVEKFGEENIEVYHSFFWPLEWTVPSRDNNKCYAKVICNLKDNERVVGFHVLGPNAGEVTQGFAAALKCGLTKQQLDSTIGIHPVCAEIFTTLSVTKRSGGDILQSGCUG
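Rat TrxR1, dispensed at 90 nM, was prereduced with 400 uM NADPH (final) for 5 min at ~22 deg C, then incubated with compound 15 min before 400 uM selenite. A first-read NADPH fluorescence drop versus no-compound background flagged substrates.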
TrxR1 inh: blocks rat thioredoxin reductase 1; O89049; recombinant rTrxR1, NADPH fluorescence consumption, selenite substrate; Potency, µM (doses to about 114 µM), for the others: at the top dose activity change, negative = inhibition, usual class: inhibitors; actives 1% (n = 390,000); AID 588453; further: potency means the concentration at half of the fitted maximal effect; on the % scale 0 is the no-effect control and ±100 the full control effect; nearly all actives have a fitted effect of over 65% in size
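Rat TrxR1 (90 nM in the dispensed reagent) was pre-reduced with 400 uM NADPH for 5 min at room temperature, then incubated with compound for 15 min. After 400 uM selenite was added, NADPH fluorescence (Ex 340/Em 450 nm) was followed for 8 min.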
PI4K2A inh: PI4K2A (human) kinase inhibition; purified PI4K2A, ADP-Glo luminescence, 1 h; active compounds read low; activity change, negative = inhibition, % at 76.9 µM; actives 0.13% (n = 420,000); AID 1346378; in the data active means activity change below about -50%; inconclusive means mostly about -30% to -49%;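 further: -100% = wells without enzyme as full effect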
Target sequence (Q9BTU6 whole entry, looked up): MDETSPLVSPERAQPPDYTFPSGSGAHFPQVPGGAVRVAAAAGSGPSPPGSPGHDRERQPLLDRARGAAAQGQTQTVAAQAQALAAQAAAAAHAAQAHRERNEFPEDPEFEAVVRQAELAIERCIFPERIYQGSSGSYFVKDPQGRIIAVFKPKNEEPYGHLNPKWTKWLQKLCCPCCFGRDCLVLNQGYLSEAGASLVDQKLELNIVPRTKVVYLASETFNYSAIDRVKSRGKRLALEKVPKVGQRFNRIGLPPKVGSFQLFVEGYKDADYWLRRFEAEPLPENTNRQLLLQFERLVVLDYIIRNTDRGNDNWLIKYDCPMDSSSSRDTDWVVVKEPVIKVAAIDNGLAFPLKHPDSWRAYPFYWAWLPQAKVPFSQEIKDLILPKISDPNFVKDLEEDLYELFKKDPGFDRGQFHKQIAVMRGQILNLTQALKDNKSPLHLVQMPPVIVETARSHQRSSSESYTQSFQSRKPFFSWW
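ADP-Glo luminescence measured ADP generated by PI4K2A enzyme (4 ug/mL before mixing) with 1.2 mM PI substrate (pre-mix) and 300 microM ATP (pre-mix). Tris pH7.5 buffer with MgCl2, Triton X-100; 1 h reaction at ambient temperature.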
TRHR ag: TRH receptor (human) agonism; TRHR cells, calcium flux fluo-8, FDSS agonist mode; activation, % at 2 µM; AID 493084; P34981; actives 0.18% (n = 360,000); in the data active means activation above about 30%; further: 0% is about no effect
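TRHR-expressing cells, plated overnight in medium with 10% serum, were loaded with fluo-8 calcium dye at room temperature. After a 10 s baseline, library compound was pin-added and calcium release was recorded kinetically (ex 480/em 530) as agonist response.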
D2 antag: antagonists of human D2 dopamine receptor; HEK293 TREx D2 cells, calcium flux, dopamine EC80; actives 2% (n = 340,000); P14416; inhibition, % at 10 µM; AID 485344; in the data active means inhibition above about 30%; further: 0% is about no effect
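Calcium flux kinetic readout in an inducible HEK293 TREx D2 line plated overnight at 30 C. After 180 s compound exposure, an EC80 dopamine challenge follows with another 180 s kinetic read to detect antagonism.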
Numbers without * were called inactive; ? = inconclusive; . = not tested or not shown; & = joins results of further samples; [ ] = another dose, or the depositor's remark. Unless noted, the call rests on the fitted dose curve; in most records, active means well fitted inhibition curve with a large enough effect; inconclusive means small, poorly fitted or top-dose-only effect; inactive means no such curve, though single readings can be large or run the other way.

SMILES | D2 agonist | TRHR PAM | USP1-UAF1 inh | mIDH1 inhibitor | TrxR1 substrate | TrxR1 inh | PI4K2A inh | TRHR ag | D2 antag
CN(C)S(=O)(=O)n1cc(/C=C(\NC(=O)c2ccccc2F)C(=O)NCCCN2CCOCC2)c2ccccc21 | 0.2 | -3.6 | -18.3% | -0.6% | 3.7%[57.1 µM] | 10.2%[57.1 µM] | 8.2 | 0.0 | -22.8
O=S(=O)(Cc1ccccc1)N1CCN(C/C=C/c2ccccc2)CC1 | -0.7 | 1.3 | -7.2% | 3.1% | -3.9%[57.1 µM] | -24.6%[57.1 µM] | 2.8 | -1.6 | -33.1
NC(=S)N/N=C\c1c(OCc2ccccc2Cl)ccc2ccccc12 | 0.6 | -23.7 | -13.8% | -10.8% | -5.5% | -6.1% | 8.1 | 0.0 | -8.5
CCOC(=O)Cn1c(=O)c(-c2ccccc2N)nc2ccccc21 | -1.4 | -6.1 | -22.2% | 11.3% | -0.9% | 17.4% | -5.3 | -0.3 | 0.0
COC(=O)c1ccc(NC(=O)COc2ccc(N(C)S(=O)(=O)c3ccc(C)cc3)cc2)cc1 | 0.6 | -3.4 | -15.5% | -6.5% | -13.4% | 0.7% | 4.5 | 0.3 | -31.6
Cc1ccccc1Cn1nc(C)c(NC(=O)c2cc(-c3ccc(F)cc3)on2)c1C | 0.1 | 3.9 | -21.0% | 0.0% | 0.1% | 13.3% | -1.8 | -0.5 | .
CN1CCN(C(=O)CN(c2cccc(Br)c2)S(=O)(=O)c2ccccc2)CC1 | -0.4 | 5.2 | -20.3% | -4.0% | 1.4% | 13.5% | 3.6 | 0.1 | 8.1
Cc1cc(NC(=O)C2C3C(=O)N(CC4CCCO4)C(C(=O)NCc4ccccc4)C34C=CC2(C)O4)no1 (stereo unspecified) | 0.5 | 4.4 | 3.1% | 5.4% | -11.6% | -7.2% | -5.0 | -0.2 | 33.5*
CCOC(=O)C(C(=O)OCC)N(C#N)c1nc(OC)nc(N(C)C)n1 | 0.0 | 20.3 | 6.7% | -3.0% | -2.4% | -5.8% | 4.7 | -0.1 | -1.1
O=C(O)CC/C(=N/NC(=O)CNC(=O)c1ccc2c(c1)OCCO2)c1ccccc1 | 0.5 | 18.6 | -12.6% | -5.5% | -1.5% | 5.7% | -0.8 | 0.1 | -20.5
CCc1ccc(S(=O)(=O)N2CC(=O)Nc3ccccc32)cc1 | 0.4 | -3.8 | 0.6% | 15.3% | -2.2%[57.1 µM] | -10.7%[57.1 µM] | 4.5 | 0.4 | -7.1
COc1cccc(CNc2sc3c(c2C(=O)Nc2ccc(OC)cc2OC)CCC3)c1 | 0.4 | -3.2 | -34.0% | 2.9% | 1.4%[57.1 µM] | -24.0%[57.1 µM] | -9.7 | -0.2 | .
O=C(CN1CCN(Cc2ccc(F)cc2Cl)S1(=O)=O)Nc1ccc(F)cc1 | -0.6 | -0.6 | 4.8% | 0.4% | 2.8% | 12.5% | -2.0 | -1.1 | .
CCOc1ccc(NC(=O)Cn2c(=O)n(CCCC(=O)NC3CCN(Cc4ccccc4)CC3)c(=O)c3ccccc32)cc1 | -0.6 | 9.6 | -5.0% | -0.7% | 8.4% | 18.4% | -2.3 | -0.5 | 4.5
CCOc1cc(S(=O)(=O)N2CC=C(c3ccc(F)cc3)CC2)c(OCC)cc1-n1cnnn1 | 2.6 | 5.1 | -8.1% | 8.1% | 17.0% | 4.9% | -1.4 | 0.8 | -7.5
CC(C)(C)c1ccc(OCc2nc3ccccc3n2CCOc2ccccc2)cc1 | 2.3 | 6.2 | -18.8% | 3.5% | -11.7% | 17.8% | 0.3 | 3.5 | .
CSc1ccc(Cl)c(C(=O)OCC(=O)Nc2ccccc2OC(F)F)c1 | -0.2 | 2.6 | -13.6% | 2.7% | -9.1% | -4.8% | -1.8 | 0.0 | 1.8
CCOc1ccccc1N(CC(=O)Nc1ccc(S(=O)(=O)N2CCCC2)cc1)S(C)(=O)=O | 1.1 | -6.9 | -5.9% | -11.0% | 0.7% | 10.3% | 8.8 | 0.2 | -11.9
O=C(O)C1C2CCC(O2)C1C(=O)NCCC1=CCCCC1 (stereo unspecified) | 0.2 | 4.9 | -16.1% | 4.0% | -7.3% | -13.5% | -0.3 | 0.2 | -10.6
CCOc1ccc(/C=N/n2c(COc3ccccc3)n[nH]c2=S)cc1OC | -2.0 | 9.9 | -8.1% | 1.6% | -6.6% | -13.3% | 0.0 | -0.6 | -14.1
O=C1CC(N2CCC(c3nc4ccccc4o3)CC2)C(=O)N1c1ccc(F)cc1 (stereo unspecified) | 0.7 | 5.3 | -10.5% | -1.3% | 1.2% | 28.6% | 0.8 | -0.7 | -10.2
O=C(CSCC(=O)N1CCCCC1)Nc1nc(-c2cccs2)cs1 | -1.1 | -5.4 | -21.0% | -2.0% | 4.6%[57.1 µM] | 12.4%[57.1 µM] | -8.6 | 0.3 | -12.3
O=C(C=CC(=O)OC1CCCCC1)OC1CCCCC1 | . | . | -8.7% | -1.6% | -6.8%[2.29 µM] | -13.3%[2.29 µM] | -5.9 | . | .
O=C(CSc1n[nH]c(-c2cccnc2)n1)Nc1ccccc1 | -0.4 | -4.2 | -14.2% | 1.1% | -5.0% | 9.0%[57.1 µM] | -12.4 | 0.0 | 6.2
CCC(=O)N1CCc2cc(S(=O)(=O)NCCC(=O)N3CCc4ccccc4C3)ccc21 | -1.8 | 4.7 | -20.4% | 4.0% | 3.8% | 7.4% | 2.9 | -0.8 | -10.9
Cc1[nH]nc(SCC(=O)Nc2ccc(C#N)cc2)c1[N+](=O)[O-] | 1.4 | 9.6 | -16.4% | -0.6% | -1.6% | 2.7% | -2.9 | 0.7 | -8.5
COc1ccc(Nc2nc(N3CCN(S(=O)(=O)N(C)C)CC3)nc3ccccc23)cc1 | -1.3 | 3.9 | -9.1% | -3.3% | -6.1% | 15.1% | 3.1 | -1.3 | 12.2
OCCc1ccccc1 | . | . | -8.0% | -3.0% | 5.4% | 14.9% | -1.6&3.0 | . | .
CCCn1c(N)c(C(=O)CSc2n[nH]c(-c3ccccc3F)n2)c(=O)n(C)c1=O | 4.3 | 0.7 | -2.9% | -0.2% | -5.8% | 1.9% | 4.1 | -0.2 | 26.0
COc1cc(-c2nnc(COC(=O)c3c4c(nc5ccccc35)CCCC4)o2)cc(OC)c1OC | 1.9 | 3.5 | . | . | . | . | . | -0.1 | 0.2
O=C(NNC(=O)c1c(F)cccc1F)c1sccc1-n1cccc1 | -0.2 | 0.3 | -16.6% | -4.5% | -1.1% | 23.6% | -1.4 | 0.0 | 3.9
CCN(CC(=O)NCc1ccc(Cl)cc1)C(=O)CCOc1ccc(C)cc1 | -0.2 | 8.0 | -1.9% | 4.1% | -2.1% | 10.0% | -6.4 | 0.0 | 0.9
O=Cc1cccn1-c1nccc(-c2ccco2)n1 | 1.6 | -1.5 | -21.5% | 1.4% | -0.6% | ? | -1.8 | 1.1 | -4.6
Cc1ccc(/C(O)=C2/C(=O)C(=O)OC2c2ccc(Cl)cc2)cc1 (stereo unspecified) | -0.8 | -5.3 | -17.3% | -6.9% | -10.6% | ? | 8.2 | -0.4 | 10.2
NS(=O)(=O)c1ccc(CNC(=O)c2ccc(S(=O)(=O)NCc3ccco3)cc2)cc1 | -0.2 | -5.4 | -19.3% | -6.1% | 2.9% | 16.0% | -1.0 | 0.3 | 11.1
O=C(CN1C(=O)c2ccccc2S1(=O)=O)c1ccccc1F | 0.0 | -3.7 | -18.4% | -7.2% | 4.1% | 14.4% | 4.7 | 0.6 | 12.9
COc1cc(NC(=O)Cn2ncc3c2-c2ccccc2OC3)cc(OC)c1OC | -1.2 | -5.6 | -24.5% | -2.4% | 8.9%[57.1 µM] | 9.0%[57.1 µM] | 1.0 | -0.1 | 11.1
CCOC(=O)c1sc(NC(=O)C2CC(=O)N(c3ccccc3OC)C2)nc1C (stereo unspecified) | 0.2 | 12.8 | -22.5% | -1.2% | -1.3% | 15.0% | 5.6 | 0.7 | -13.6
CCN1C(=O)N[C@@H](CCc2ccccc2)[C@@H](C(=O)OC)[C@H]1C | 0.0 | -0.8 | -19.6% | 0.8% | 4.4%[57.1 µM] | -10.5% | -3.9 | -0.1 | 13.5
COc1ccc2[nH]c3c(c2c1)CCN1C(=O)C(CC(=O)NCCc2ccccn2)C[C@H](C(=O)N2CCCCC2)[C@@]31C (stereo partly specified) | . | . | -13.3% | -1.0% | 0.7% | 14.8% | -0.1 | . | .
CC(=O)Nc1ccc(NC(=S)NC(=O)c2ccc(-c3ccccc3)cc2)cc1 | . | . | -24.2% | 1.0% | 7.6% | 14.4% | -2.7 | . | .
CCOP(=O)(CC(C(C)=O)C(O)c1ccccc1)OCC (stereo unspecified) | -1.6 | -0.2 | 3.5% | 5.4% | 5.3% | 11.7% | -5.1 | -0.5 | 19.9

Record cards (already shown):
`CCOC(=O)c1sc(NC(=O)C2CC(=O)N(c3ccccc3OC)C2)nc1C` (stereo unspecified) reads D2 agonist = 0.2; TRHR PAM = 12.8; USP1-UAF1 inh = -22.5%; mIDH1 inhibitor = -1.2%; TrxR1 substrate = -1.3%; TrxR1 inh = 15.0%; PI4K2A inh = 5.6; TRHR ag = 0.7; D2 antag = -13.6
`O=C(CN1C(=O)c2ccccc2S1(=O)=O)c1ccccc1F` reads D2 agonist = 0.0; TRHR PAM = -3.7; USP1-UAF1 inh = -18.4%; mIDH1 inhibitor = -7.2%; TrxR1 substrate = 4.1%; TrxR1 inh = 14.4%; PI4K2A inh = 4.7; TRHR ag = 0.6; D2 antag = 12.9
